Screening data (PubChem BioAssay)
EPAC2 antagonist: qHTS for Antagonist of cAMP-regulated guanine nucleotide exchange factor 2 (EPAC2): primary screen | AID 720708, 2013 | Potency, µM (top dose mostly 114 µM), without a hit: at the highest dose activity, negative = inhibition, actives largely listed as inhibitors | EPAC2 GEF exchange of Rap1B-BODIPY-GDP, fluorescence | 360,000 tested, 0.18% active | Rap guanine nucleotide exchange factor 4 (Homo sapiens), Q8WZA2; note: % is set by controls: 0 for no effect and ±100 for the full control effect; nearly all actives have a fitted effect of over 45% in size; many of its hits are not listed in these tables
Target sequence (Q8WZA2 whole entry, looked up): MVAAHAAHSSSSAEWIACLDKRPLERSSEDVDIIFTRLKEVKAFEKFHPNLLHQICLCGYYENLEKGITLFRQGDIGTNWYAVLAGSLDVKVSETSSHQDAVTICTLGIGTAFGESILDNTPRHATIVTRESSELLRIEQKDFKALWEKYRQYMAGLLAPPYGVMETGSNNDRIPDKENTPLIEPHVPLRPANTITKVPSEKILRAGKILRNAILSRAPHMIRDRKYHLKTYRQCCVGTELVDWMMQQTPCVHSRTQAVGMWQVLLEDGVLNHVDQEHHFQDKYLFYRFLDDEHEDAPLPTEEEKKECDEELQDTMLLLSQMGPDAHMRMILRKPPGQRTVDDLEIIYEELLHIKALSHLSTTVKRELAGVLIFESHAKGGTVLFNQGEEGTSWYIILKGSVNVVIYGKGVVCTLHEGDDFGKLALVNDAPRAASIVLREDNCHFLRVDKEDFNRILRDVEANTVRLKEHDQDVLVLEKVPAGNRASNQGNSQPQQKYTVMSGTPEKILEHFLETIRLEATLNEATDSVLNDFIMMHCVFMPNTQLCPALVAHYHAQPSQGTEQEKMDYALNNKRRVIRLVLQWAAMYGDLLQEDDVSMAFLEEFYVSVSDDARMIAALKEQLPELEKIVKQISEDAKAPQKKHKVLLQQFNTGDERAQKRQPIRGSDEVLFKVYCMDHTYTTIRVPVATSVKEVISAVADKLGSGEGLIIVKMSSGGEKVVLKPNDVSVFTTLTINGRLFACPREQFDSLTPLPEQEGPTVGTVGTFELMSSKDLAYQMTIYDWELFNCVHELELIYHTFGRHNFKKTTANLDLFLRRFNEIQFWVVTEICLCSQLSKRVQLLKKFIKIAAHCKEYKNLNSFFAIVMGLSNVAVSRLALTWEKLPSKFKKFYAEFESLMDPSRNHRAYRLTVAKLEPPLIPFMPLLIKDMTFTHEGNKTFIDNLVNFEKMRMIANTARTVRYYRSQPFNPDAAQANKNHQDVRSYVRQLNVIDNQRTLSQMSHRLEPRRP
HepG2 viability: qHTS for Inhibitors of TGF-b: Cytotox Counterscreen; HepG2 CAGA-GFP viability, ATP luminescence, 18 h; Potency, µM (highest dose often 46.1 µM), inactives show at the top dose activity change, negative = cytotoxicity, actives largely listed as cytotoxic; 410,000 tested, 0.76% active; note: some results filed as inactive show a strong effect at the top dose
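HepG2 CAGA-GFP cells (1000/well, DMEM with 1% FBS) received compound, then TGF-beta at 500 pg/mL final, and were incubated 18 hours at 37 degrees C. Viability was read by CellTiter-Glo luminescence. Media-only wells were set as complete cell-killing and DMSO as no toxicity.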
MCF10A rerep: A quantitative high throughput screen for small molecules that induce DNA re-replication in MCF 10a normal breast cells; MCF 10A DNA re-replication, Hoechst nuclear intensity, 48 h; Potency, µM (titrated, usually from 46.1 µM), for inactives: at the highest dose activity, positive = re-replication, hits mostly activators; 350,000 tested, 2.9% active; note: % of control where 0% means no effect; nearly all actives have a fitted effect of over 50% in size
Nrf2 inh: Nrf2 qHTS screen for inhibitors; Potency, µM (series often up to 46 µM), for inactives: at the top dose activity change, negative = inhibition, most hits filed as inhibitors; A549 ARE-Fluc reporter, luciferase luminescence, 18-24 h; 360,000 tested, 2.1% active; note: % is set by controls: 0 for no effect and ±100 for the full control effect; nearly all actives have a fitted effect of over 60% in size
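Nrf2 activity is the BugLite luminescence, read 15 min after reagent at room temperature, following CellTiter-Fluor cytotoxicity readout (30 min, 37C). Compound titrations were applied for 18-24 h to 5000 A549 ARE_Fluc cells/well in 5% FBS OPTI-MEM.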
TGFb inhibitor: qHTS for Inhibitors of TGF-b. HepG2 CAGA-GFP TGF-b/SMAD3 reporter, GFP fluorescence, 18 h; TGF-beta stimulated, 500 pg/mL final. Potency, µM (top dose mostly 46.1 µM), without a hit: at the highest dose activity, negative = inhibition, most hits filed as inhibitors. 410,000 tested, 1.2% active. AID 588855, 2011; note: % is set by controls: 0 for no effect and ±100 for the full control effect; nearly all actives have a fitted effect of over 65% in size
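Inhibition of TGF-beta-driven CAGA-GFP reporter expression in HEPG2 cells is measured by cellular GFP fluorescence after 18 h stimulation with 500 pg/mL recombinant TGF-beta in 1% FBS medium at 37 degrees C.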
A549 viability: Nrf2 qHTS screen for inhibitors: counterscreen for cytotoxicity | A549 ARE-Fluc cells, CellTiter-Fluor viability, 18-24 h | Potency, µM (doses to about 46 µM), inactives show at the highest dose activity change, negative = cytotoxicity, actives largely listed as inhibitors | 390,000 tested, 0.16% active | AID 504648, 2011; note: % is set by controls: 0 for no effect and ±100 for the full control effect
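A549 ARE_Fluc cells in 5% FBS OPTI-MEM were exposed to compounds in concentration-response for 18-24 h at 37 deg C. Viability was read by CellTiter-Fluor fluorescence (Ex 405/Em 525) after 30 min, before the luciferase read.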
Nrf2 activator: qHTS of Nrf2 Activators; AREc32 ARE-luciferase reporter (MCF7-derived line), luminescence, 24 h; 410,000 tested, 0.31% active; Potency, µM (highest dose often 46.1 µM), without a hit: at the highest dose activation, hits mostly activators; note: % of control where 0% means no effect; nearly all actives have a fitted effect of over 65% in size
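Reporter line AREc32 (ARE-Fluc), seeded overnight in OPTI-MEM with 5% FBS; compound pin-transferred, 24 hr at 37 deg C, 5% CO2; luminescent read-out.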
ATXN2 expr inh: Primary qHTS for Inhibitors of ATXN expression | 360,000 tested, 0.72% active | AID 1745845, 2022 | HEK-293 ATXN2-luciferase reporter, luminescence, 24 h | Potency, µM (doses to about 57 µM), for the others: at the highest dose activity change, negative = inhibition, most hits filed as inhibitors; note: % is set by controls: 0 for no effect and ±100 for the full control effect; nearly all actives have a fitted effect of over 55% in size
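qHTS (up to 57 uM final) was run with 24 h compound exposure of reporter cells at 37 °C. Each well was multiplexed: SteadyGlo luminescence measured ATXN2-luciferase expression after a fluorogenic Gly-Phe-AFC viability readout (25 uM final).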
ATXN viability: Viability Counterscreen for Primary qHTS for Inhibitors of ATXN expression; S2 cells (HEK-293 line with an ATXN2-luciferase reporter) viability, CellTiter-Fluor protease fluorescence, 24 h; Potency, µM (titrated, usually from 56.7 µM), most hits filed as cytotoxic; 400,000 tested, 0.49% active; AID 651635, 2014; note: nearly all actives have a fitted effect of over 40% in size
Starred values were filed as active, the others as inactive; i = inactive; ? = inconclusive; / = not tested or not shown; [ ] = dose if it differs, or a comment. Calls come from the whole dose curve; as a rule, active = well fitted curve in the direction sought with a large enough effect; inconclusive = small, poorly fitted or top-dose-only effect, or another doubt; inactive = no such curve, though single readings can be large; an effect the other way counts as inactive or inconclusive. Potency is the fitted concentration of half-maximal effect.

SMILES,EPAC2 antagonist,HepG2 viability,MCF10A rerep,Nrf2 inh,TGFb inhibitor,A549 viability,Nrf2 activator,ATXN2 expr inh,ATXN viability
CCOc1ccc(N(C)C(=O)CCc2nnc3ccc(N4CCCCC4)nn23)cc1,12%,1%,-2%,-11%,1%,-1%,-0.1%,7%,i
O=C(Cc1ccccc1Cl)NNC(=O)Nc1ccccc1,4%,-1%,0%,-6%,9%,-5%,0.5%,10%,?
Cc1c(Cl)cccc1NC(=O)CCN1CCCC(C)C1 (configuration not stated),9%,-4%,-2%,7%,-16%,-3%[1.84 µM],-0.3%,-10%,i
CCCn1nc(NC(=O)COC)c2cc3cc(C)ccc3nc21,-19%,-24%,2%,?,-19%,2%,0.0%,20%,i
COc1ccc(NS(=O)(=O)c2cc(NC(=O)c3cccc(OCc4c(C)noc4C)c3)ccc2OC)cc1,-2%,1%,0%,?,0%,-14%,0.1%,-9%,i
O=c1[nH]c2ccc(S(=O)(=O)N3CCN(c4ccccc4F)CC3)cc2s1,0%,-26%,?,?,?,-16%,-0.7%,18%,i
CCOc1ccccc1NC(=O)c1ccc2c(O)c(S(=O)(=O)c3ccccc3)c(=O)[nH]c2c1,3%,-10%,/,/,-7%,/,1.4%,/,/
COc1ccc(NC(=O)c2ccc(NC(=O)COC(=O)CC(NC(=O)c3ccccc3Cl)c3ccccc3)cc2)cc1 (configuration not stated),5%,6%,-31%[inhibitor],?,-6%,-3%,0.2%,3%,i
O=C(Cn1cc(C(=O)c2cccs2)c2ccccc21)Nc1ccc(Br)cc1,/,-21%,/,-15%,?,-3%,0.0%,/,/
COc1ccc(NC(=O)CN2CCC(Cc3ccccc3)CC2)cc1S(=O)(=O)N1CCOCC1,-4%,-5%,10%,-21%,-20%,3%,2.6%,-19%,i
CC1CC1C(=O)OCC(=O)Nc1ccc(N=Nc2ccccc2)cc1 (configuration not stated),-9%,9%,3%,29%,-6%,-7%,4.8%,28%,?
CC(=O)NC(C)(c1ccccc1)c1nc(-c2cccc(C#N)c2)cs1 (configuration not stated),-1%,-51%,/,/,29%,/,-1.0%,8%,i
CC(=O)Nn1cnc2c(c1=O)C1(CCCCC1)Cc1ccccc1-2,-1%,1%,5%,-2%,-8%,-5%,-0.4%,4%,i
COc1ccc([N+](=O)[O-])cc1NS(=O)(=O)c1ccc(C(=O)N2CCCC2)cc1,-1%,-57%,-3%,0%,-14%,2%,-0.1%,-8%,i
COc1ccc(Nc2nnc(SCC3CCCCO3)s2)cc1 (configuration not stated),-10%,-22%,?,20%,1%,5%,2.7%,4%,i

3 compounds out of the list, sorted by length of the SMILES, high to low.
SMILES,EPAC2 antagonist,HepG2 viability,MCF10A rerep,Nrf2 inh,TGFb inhibitor,A549 viability,Nrf2 activator,ATXN2 expr inh,ATXN viability
COc1ccc(NC(=O)c2ccc(NC(=O)COC(=O)CC(NC(=O)c3ccccc3Cl)c3ccccc3)cc2)cc1 (configuration not stated),5%,6%,-31%[inhibitor],?,-6%,-3%,0.2%,3%,i
CCOc1ccccc1NC(=O)c1ccc2c(O)c(S(=O)(=O)c3ccccc3)c(=O)[nH]c2c1,3%,-10%,/,/,-7%,/,1.4%,/,/
CCOc1ccc(N(C)C(=O)CCc2nnc3ccc(N4CCCCC4)nn23)cc1,12%,1%,-2%,-11%,1%,-1%,-0.1%,7%,i

Additional records
SMILES,EPAC2 antagonist,HepG2 viability,MCF10A rerep,Nrf2 inh,TGFb inhibitor,A549 viability,Nrf2 activator,ATXN2 expr inh,ATXN viability
Cc1n[nH]c(C)c1S(=O)(=O)N1CCN(c2ccccn2)CC1,6%,8%,1%,/,13%,4%,-0.4%,-1%,?
O=S(=O)(NCCN1CCOCC1)c1cc(Cl)ccc1Cl,3%,10%,3%,-3%,27%,0%,3.6%,-4%,i
COc1ccc(CC(=O)NCC2(c3ccc(OC)c(OC)c3)CCOCC2)cc1,8%,4%,-1%,12%,-7%,-1%,-0.7%,0%,i
O=C(N/N=C/c1ccc(OCC(=O)N2CCCCC2)cc1)c1ccccc1,-5%,-19%,-1%,-11%,2%,-2%,2.6%,17%,i
O=C(O)/C=C/C(=O)Nc1ccccc1-c1ccccc1NC(=O)/C=C/C(=O)O,-3%,-2%,-8%,5%,-2%,0%,-0.2%,-19%,i
O=C(NC1CCCCC1)C(c1ccco1)N(C(=O)c1csnn1)c1cccc(Cl)c1 (configuration not stated),2%,4%,1%,1%,-3%,1%,2.0%,-2%,i
CC(=NNC(=O)c1ccc2nc[nH]c2c1)c1ccc(Br)cc1,-1%,-1%,0%,-14%,-1%,0%,-0.8%,3%,i
CCc1ccccc1NC(=O)C(Cc1ccccc1)c1nn[nH]n1 (configuration not stated),-5%,1%,8%,8%,-11%,14%,-0.7%,/,?
O=C(Cc1ccccc1)Nc1ccc(C(=O)NCC2COc3ccccc3O2)cc1 (configuration not stated),2%,-17%,-15%,3%,?,0%,6.9%,17%,i
CC(=O)n1cc([C@H]2C=C(C(=O)N3CCN(Cc4ccccc4)CC3)O[C@@H](OCc3ccc(CO)cc3)C2)c2ccccc21,1%,-4%,?,-23%,?,-10%,0.4%,?,?
Cc1cc(C)cc(C(O)c2ncc(-c3cccc(C(F)(F)F)c3)[nH]2)c1 (configuration not stated),-24%,-40%,/,/,?,/,-0.8%,-28%,i
CN(C)S(=O)(=O)c1ccc(Cl)c(NC(=O)COc2ccccc2[N+](=O)[O-])c1,6%,1%,5%,-10%,5%,-3%,5.3%,-7%,i
NC(=O)c1cc(S(=O)(=O)NCC2CCC(C(=O)Nc3ccc(Cl)cc3)CC2)cs1 (configuration not stated),/,-7%,/,?,-9%,-3%,-0.7%,1%,i
CCN(CC)S(=O)(=O)c1ccc(N2CCCC2)c(NS(=O)(=O)c2ccc(F)cc2)c1,-11%,-25%,-4%,-12%,-2%,8%,-0.3%,-2%,i
COc1ccc(OC)c(C2CC(=O)Oc3c2c(=O)n(C)c2ccccc32)c1 (configuration not stated),/,-4%,/,-20%,8%,0%,0.2%,2%,i

Later entries:
Order of values: EPAC2 antagonist, HepG2 viability, MCF10A rerep, Nrf2 inh, TGFb inhibitor, A549 viability, Nrf2 activator, ATXN2 expr inh, ATXN viability
CC(C)[C@H](NC(=O)c1ccccc1Cl)C(=O)OCC(=O)Nc1ccc(S(=O)(=O)N2CCOCC2)cc1
 : -13%, 0%, 22%, 27%, -2%, 8%, 2.1%, 2%, i
CC1(C)O[C@@H]2[C@H](O1)[C@@H](COS(=O)(=O)O)O[C@H]2n1cc(Br)c(=O)[nH]c1=O
 : -2%, 26%, 16%, 9%, 24%, -2%, 0.4%, 0%, i
CCc1nc2ccc(C(=O)NCc3ccc(OC)cc3)cn2c1N(C)Cc1ccc(OC)cc1
 : -15%, -23%, /, /, 0%, /, 5.0%, -30%, ?
Cc1ccc(-n2c(SCC(=O)Nc3cccc(S(=O)(=O)NC4=NCCCCC4)c3)nc3ccccc3c2=O)cc1C
 : 1%, -2%, 12%, -16%, -26%, ?, -0.7%, -3%, ?
COc1cccc(CNC(=O)CCCSc2ccccc2)c1
 : -21%, -22%, 7%, -7%, ?, -1%, -0.3%, 8%, i
CSc1ccc(CN(C)C(=O)c2cc(S(=O)(=O)NCc3ccccc3)ccc2C)cc1
 : 2%, -1%, 7%, ?, -28%, ?, 0.3%, -33%, ?
O=C(NCCc1ccccc1Cl)c1ccc2c(c1)nc1n2CCCCC1
 : /, -23%, /, /, -6%, -5%, -4.3%, /, /
O=C(Nc1ccc(N2CCOCC2)cc1)c1ccc(-c2ccccc2[N+](=O)[O-])o1
 : 2%, -40%, ?, ?, -10%, -11%, 5.4%, 17%, i
Cc1nn(Cc2c(F)c(F)c(F)c(F)c2F)c(C)c1NC(=O)c1cccc(COc2ccccc2Cl)c1
 : -2%, -43%, -4%, /, -23%, 3%, -1.4%, ?, i
O=S(=O)(c1ccc(Cl)cc1)N1CCN(S(=O)(=O)N2CCCCCC2)CC1
 : 8%, 0%, -3%, 0%, 16%, 1%, -0.6%, 2%[11.3 µM], i
COc1ccc(S(=O)(=O)N2CCC(C(=O)Nc3ccccc3)CC2)cc1OC
 : /, -45%, /, -16%, -1%, -2%, -0.1%, 3%, i
Cc1ccc(C(=O)Nc2ncc(Cc3ccc(F)cc3)s2)o1
 : 9%, 4%, ?, ?, 13%, -6%, 0.6%, 54%[activator], ?
O=C(N1CCOCC1)N1CCC(c2nc(-c3ccc(S(=O)(=O)N4CCOCC4)cc3)no2)CC1
 : 3%, -15%, 14%, 12%, -9%, 1%, 0.1%, 2%, i
CC(C)(C)Nc1c(N)c(=O)oc2ccccc12
 : -3%, 2%, 8%, ?, -11%, /, 0.4%, -2%, i
CC(C)(CC(=O)O)CC(=O)N1CCN(c2nc3ccc(Cl)cc3s2)CC1
 : 3%, 5%, 3%, -15%, 5%, -11%, -0.1%, 7%, i
COc1cccc(C(=O)/C=C/c2ccc(OCC#N)c(OC)c2)c1
 : -3%, -42%, 9.2µM*, ?, ?, -21%, ?, ?, /
CCCc1nc2sc3c(N4CCC(C)CC4)ncnc3c2c2c1CCCC2
 : /, 7%, /, 14%, -13%, -2%, -1.1%, 11%, i

Not all compounds are listed; rates above refer to the full screens.
